Assay outcomes from PubChem.
S3 lipid droplet = qHTS Assay for Lipid Storage Modulators in Drosophila S3 Cells; 320,000 tested, 0.64% active; Potency in µM for hits, for the others lipid storage change, negative = inhibition, % at the top dose, mostly 46.1 µM; AID 2685; Drosophila S3 cells, BODIPY lipid droplet fluorescence, 18-24 h; cells fed with added oleic acid; active means well fitted inhibition curve with a large enough effect in the signal ratio, with a control signal flat, not every such curve was filed as active; inconclusive means small, poorly fitted or top-dose-only effect, or effect the other way, or a change in a side signal; the % refers to the signal ratio
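Laser-scanning cytometry quantifies lipid droplet accumulation (500–530 nm total intensity; droplet/cell object ratio) in oleic acid-fed (400 uM added) Drosophila S3 cells treated with a concentration series. 20 uM Triacsin C defined 100% inhibition.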
S3 lipid droplet cell count max = also measured in S3 lipid droplet; calls as there; cell number change, %; measured here: cell count max response;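 cells counted by Cell Tracker Red CMTPX staining in the red channel; peak over a dose series mostly up to 46.1 µM; percent activity relative to internal control wells on each plate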
* hit, by the source's call; i = inactive; ? = inconclusive; . = no result given; [ ] = another dose, or the depositor's remark. On the % scale 0 is the no-effect control and ±100 the full control effect; potency means the concentration at half of the fitted maximal effect. A portion of the library, so the mix of outcomes need not match the whole.

1. COCCn1c(CN(C)Cc2ccccc2)nc2c1c(=O)n(C)c(=O)n2C
2. Nc1c2c3c(sc2nc(=O)n1N)CCCC3
3. CC(C)(C)SCCNC(=O)CN(c1ccc(F)cc1)S(=O)(=O)c1ccccc1
4. O=C1c2nc3cc(-c4ccco4)[nH]n3c(=O)c2CN1Cc1ccccc1
5. CCCCCC(=O)NC(=S)NNC(=O)CC
6. O=C(CCS(=O)(=O)c1ccc(Br)cc1)Nc1ccc(Cl)cc1F

| screen / no. | 1 | 2 | 3 | 4 | 5 | 6 |
| --- | --- | --- | --- | --- | --- | --- |
| S3 lipid droplet cell count max | 11 | 8 | -7 | -19 | . | . |
| S3 lipid droplet | -3% | 11% | -5% | -18% | ? | ? |

7. N#Cc1c(N)n(Cc2ccccc2)c(=O)c2cc([N+](=O)[O-])ccc12
8. CCC1(CC)NC(=O)N(CC(=O)Nc2sc3c(c2C(N)=O)CCC3)C1=O
9. Cc1c(NC(=O)Nc2ccc(F)cc2F)c(=O)n(-c2ccccc2)n1C
10. COc1cc(S(=O)(=O)N2CCN(C(=O)c3ccco3)CC2)ccc1Cl
11. CN(C)S(=O)(=O)N1CCN(CC(=O)Nc2cc(Cl)ccc2Cl)CC1
12. CCOC(=O)c1c(-c2cccs2)csc1N

| screen / no. | 7 | 8 | 9 | 10 | 11 | 12 |
| --- | --- | --- | --- | --- | --- | --- |
| S3 lipid droplet cell count max | 6 | 18 | . | 15 | . | . |
| S3 lipid droplet | 15% | i | ? | -1% | ? | ? |

13. CNC(=S)N(Cc1ccco1)Cc1cc2cc(OC)c(OC)cc2[nH]c1=O
14. Cn1ncc2c(Nc3ccccc3Br)ncnc21
15. CN(c1ncc(C(F)(F)F)cc1Cl)n1cc(C(=O)O)c2ccccc2c1=O
16. CC(C)(C)NC(=O)C(OC(=O)c1cccs1)c1ccc(C#N)cc1 (configuration not stated)
17. COc1ccc(C2c3[nH]c4ccccc4c3C[C@H]3C(=O)N(c4ccccc4C(=O)NCCN4CCOCC4)C(=O)N23)cc1 (some centres not stated)
18. CCOC(=O)c1cnn(-c2nc(SC)nc3sc4c(c23)CCC4)c1N

| screen / no. | 13 | 14 | 15 | 16 | 17 | 18 |
| --- | --- | --- | --- | --- | --- | --- |
| S3 lipid droplet cell count max | -14 | . | . | -13 | . | . |
| S3 lipid droplet | -10% | i | ? | 5% | ? | ? |

19. CC(=O)Nc1ccc(N(C(=O)Cn2nnc3ccccc32)C(C(=O)NC2CCCC2)c2ccc(O)c(O)c2)cc1 (configuration not stated)
20. COc1ccc(-c2nnc(SCC(=O)Nc3sc4c(c3C#N)CCCC4)n2-c2ccccc2)cc1
21. Cc1ccc(OCC(=O)NCCCNC(=O)c2ccco2)cc1C
22. Cc1ccccc1-n1c(-c2ccc(=O)[nH]n2)n[nH]c1=S
23. O=C(Cc1c(F)c(F)c(F)c(F)c1F)OC12CC3CC(C1)C(=O)C(C3)C2
24. O=C(Cc1ccc(Br)cc1)Nc1nc2ccccc2[nH]1

| screen / no. | 19 | 20 | 21 | 22 | 23 | 24 |
| --- | --- | --- | --- | --- | --- | --- |
| S3 lipid droplet cell count max | -15 | . | . | 0 | -20 | . |
| S3 lipid droplet | -25% | ? | ? | 22% | 11% | ? |

25. COCCNC(=O)CCn1nc(-c2ccc(C)cc2)c2ccccc2c1=O
26. N#CCCN(CCC#N)S(=O)(=O)c1ccc(C(=O)Nc2nc(-c3ccccc3)c(C(=O)c3ccccc3)s2)cc1
27. CC(=O)c1cccc(S(=O)(=O)N2CCC(C(=O)OC3CCOC3=O)CC2)c1 (configuration not stated)
28. CC(=O)Nc1cccc(NS(=O)(=O)c2ccccc2[N+](=O)[O-])c1
29. O=C(NC(=S)NC1CCSC1=O)c1ccc([N+](=O)[O-])cc1 (configuration not stated)
30. CCSC(=N)N

| screen / no. | 25 | 26 | 27 | 28 | 29 | 30 |
| --- | --- | --- | --- | --- | --- | --- |
| S3 lipid droplet cell count max | 5 | . | 13 | -10 | -8 | -23 |
| S3 lipid droplet | 5% | ? | 11% | -15% | i | -10% |

31. Cc1ccc(N(CC(=O)N/N=C/c2cc(C)n(-c3ccccc3)c2C)S(C)(=O)=O)c(C)c1
32. Cc1cccc(Oc2ccc(S(=O)(=O)N3CCCCC3)cc2NC(=O)C2=COCCO2)c1
33. CCN1CCN(c2ncc(C(=O)Nc3c(F)cc(F)cc3Br)c3ccccc23)CC1
34. CCN(C(=O)CSc1nnnn1-c1ccccc1)C1CCS(=O)(=O)C1 (configuration not stated)
35. COc1cccc(/C=N/NC(=O)CNC(=O)C2COc3ccccc3O2)c1O (configuration not stated)
36. N#C/C(=N/Nc1ccc(OC(F)(F)F)cc1)C(N)=S

| screen / no. | 31 | 32 | 33 | 34 | 35 | 36 |
| --- | --- | --- | --- | --- | --- | --- |
| S3 lipid droplet cell count max | -4 | . | . | . | . | . |
| S3 lipid droplet | 11% | ? | ? | ? | ? | ? |

37. CCN(CCCNC(=O)COc1cc(=O)n(C)c2ccccc12)c1ccccc1
38. Cc1cccc(NC(=O)COC(=O)CNC(=O)C2CCCCC2)c1
39. CCOC(=O)c1ccccc1OCc1cc(/C=N/n2cnnc2)ccc1OC
40. CCCn1c(C(O)c2ccc(OC)cc2)nc2ccccc21 (configuration not stated)
41. COc1ccc(C(=O)NNC(=O)CN2CCC(n3nnc4cc(F)ccc43)CC2)cc1
42. NCCCn1c(C(=O)c2cc(Cl)c(N)c(Cl)c2)c2ccc(C(F)(F)F)cc2[n+]1[O-]

| screen / no. | 37 | 38 | 39 | 40 | 41 | 42 |
| --- | --- | --- | --- | --- | --- | --- |
| S3 lipid droplet cell count max | -6 | -9 | -11 | 0 | . | . |
| S3 lipid droplet | -22% | 1% | 3% | 0% | ? | ? |

43. O=C(NCc1ccccn1)Nc1ccccc1
44. CC(C)(C)OC(=O)NNC(=O)C12CC3CC(CC(C3)C1)C2
45. O=C(CSc1nnc(-c2ccco2)o1)Nc1cccc([N+](=O)[O-])c1
46. CCOC(=O)C(=O)Nc1nnc(CCc2ccccc2)s1
47. CCC(=O)Nc1nc2ccccc2n1Cc1ccccc1
48. COc1ccc(/C=C2\SC(=O)N(CCNC(=O)C3CSC4(C)CCC(=O)N34)C2=O)cc1 (configuration not stated)

| screen / no. | 43 | 44 | 45 | 46 | 47 | 48 |
| --- | --- | --- | --- | --- | --- | --- |
| S3 lipid droplet cell count max | -5 | . | . | 2 | -15 | . |
| S3 lipid droplet | 13% | ? | ? | 7% | 5% | ? |

49. Cc1ccc(Cl)cc1NC(=O)CSc1nnc(C)n1-c1ccccc1
50. CS(=O)Cc1cc(Sc2ccccc2)nc(-c2ccncc2)n1 (configuration not stated)
51. CCOc1ccccc1NC(=O)CN(C)S(=O)(=O)c1ccc2[nH]c(=O)oc2c1
52. O=[N+]([O-])c1cc2c(cc1CN1CCN(c3ccccc3)CC1)OCO2
53. COc1ccc(/C=c2\sc3nc(-c4ccccc4OC)nn3c2=O)c(OC)c1
54. O=C(O)c1cccc([N+](=O)[O-])c1C(=O)Nc1cccc2ccccc12

| screen / no. | 49 | 50 | 51 | 52 | 53 | 54 |
| --- | --- | --- | --- | --- | --- | --- |
| S3 lipid droplet cell count max | -4 | -17 | -26 | . | . | 2 |
| S3 lipid droplet | -15% | 7% | i | ? | ? | i |

55. O=C(CCCOc1ccccc1)Nc1ncccn1
56. COc1ccc(Br)cc1C(C[N+](=O)[O-])c1c(N)n(C)c(=O)n(C)c1=O (configuration not stated)
57. Cc1ccc(NC(=O)CCCC2CCCCC2)c(O)c1
58. O=C(CCCc1cccs1)N1CCN(S(=O)(=O)c2ccccc2Br)CC1
59. Cc1ccc(NC2=NCC(=O)N2C2CCCC2)cc1
60. Cc1c(Cl)cccc1NC(=S)N(Cc1cccs1)C1CCCC1

| screen / no. | 55 | 56 | 57 | 58 | 59 | 60 |
| --- | --- | --- | --- | --- | --- | --- |
| S3 lipid droplet cell count max | . | 2 | . | -11 | . | . |
| S3 lipid droplet | ? | -16% | ? | 19% | ? | ? |

61. CN(C)CCCN(C(=O)c1ccc(S(=O)(=O)N(C)C)cc1)c1nc2cc3c(cc2s1)OCO3
62. Nc1ccc(NC(=O)c2cccs2)c(Cl)c1
63. O=c1[nH]cnc2scc(-c3ccsc3)c12
64. Cc1occc1-c1nnc(SCC(=O)N(C)c2ccccc2)n1C
65. O=C(/C=C/c1ccccc1)N1CCC(c2ccccc2)C1 (configuration not stated)
66. COc1cccc(CC(=O)OCC(=O)N2CCN(c3ccc(F)cc3)CC2)c1

| screen / no. | 61 | 62 | 63 | 64 | 65 | 66 |
| --- | --- | --- | --- | --- | --- | --- |
| S3 lipid droplet cell count max | 12 | . | 3 | 19 | . | . |
| S3 lipid droplet | 11%[9.22 µM] | ? | 0% | 25% | ? | ? |

67. O=C(O)C1C2CCC(C2)C1C(=O)NCc1ccccn1 (configuration not stated)
68. CCOC(=O)/C(N=Nc1c(Br)cc(Br)cc1Br)=C(\C)O
69. COc1ccc(C2CC(c3ccccc3)Nc3nc(N)nn32)cc1 (configuration not stated)
70. COc1ccc(OC)c(-c2nc(C(=O)NC3CCN(Cc4ccccc4)CC3)cc3c2[nH]c2ccccc23)c1
71. Cc1ccc(-c2csc(N(C)C(=O)c3c(C)nn(-c4ccccc4)c3Cl)n2)cc1
72. O=C(Nc1nccs1)c1cc(N2CCOCC2)nc2ccccc12

| screen / no. | 67 | 68 | 69 | 70 | 71 | 72 |
| --- | --- | --- | --- | --- | --- | --- |
| S3 lipid droplet cell count max | 10 | . | . | . | . | . |
| S3 lipid droplet | 9% | ? | ? | ? | i | ? |

73. Cc1ccc(NC2=CC(=O)CC(C)(C)C2)cc1Cl
74. CSc1ccc(S(=O)(=O)Nc2ccc3c(c2)OCCO3)cc1
75. CCCCN1C(=O)N(c2ccccc2Cl)C(C)(O)CC1(C)C (configuration not stated)
76. Cc1nc(NCCCn2ccnc2)c2ccccc2n1
77. CCOC(=O)c1nc(C)n(-c2cc(Cl)ccc2Cl)n1
78. Cc1ncoc1C(=O)Nc1ccc2c(c1)OCCO2

| screen / no. | 73 | 74 | 75 | 76 | 77 | 78 |
| --- | --- | --- | --- | --- | --- | --- |
| S3 lipid droplet cell count max | . | -17 | . | . | . | . |
| S3 lipid droplet | ? | -17% | ? | ? | ? | ? |

79. COc1ccc(C(C(=O)NC2CCCCC2)N(C(=O)CCl)c2cccc(Cl)c2)cc1 (configuration not stated)
80. CC(=O)Cc1c(C(=O)O)c(C)nn1-c1ccccc1
81. COc1ccc(S(=O)(=O)N(CC(=O)N2CCN(C)CC2)c2ccc(C)cc2)cc1OC
82. CCCc1ccc(OCc2ccc(C(=O)N/N=C/c3cccc([N+](=O)[O-])c3)o2)c(OC)c1
83. CC(=O)NC(Cc1ccccc1)C(=O)N1CCN(C(=S)NCC(C)C)CC1 (configuration not stated)
84. COc1cccc(NC(=O)CN2C(=O)COc3ccc(C)cc32)c1

| screen / no. | 79 | 80 | 81 | 82 | 83 | 84 |
| --- | --- | --- | --- | --- | --- | --- |
| S3 lipid droplet cell count max | . | . | . | . | 8 | 1 |
| S3 lipid droplet | ? | ? | ? | ? | -2% | -10% |

85. O=C(NCc1cccnc1)Nc1cccc(F)c1
86. COCCNC(=O)c1ccc(CS(=O)(=O)c2ccccc2)o1
87. O=S(=O)(NCc1cccnc1)c1ccccc1
88. Cc1ccc(S(=O)(=O)C2(C(=O)NC3CCCC3)CC2)cc1
89. CCCCOn1c(C)c(C(C)=O)c2c3no[n+]([O-])c3ccc21
90. CCOc1ccccc1NC(=O)COC(=O)C1CC(=O)N(c2c(C)cccc2C)C1 (configuration not stated)

| screen / no. | 85 | 86 | 87 | 88 | 89 | 90 |
| --- | --- | --- | --- | --- | --- | --- |
| S3 lipid droplet cell count max | . | . | 9 | -22 | -10 | . |
| S3 lipid droplet | ? | ? | i | i | -10% | ? |

91. CCOc1ccc(Nc2nc(NCC(=O)O)nc(N)c2[N+](=O)[O-])cc1
92. COc1ccc(C(N)CCc2ccco2)cc1 (configuration not stated)
93. Cc1ccc(NC(=O)N2C3CCCC2CC(NC(=O)C(C)(C)C)C3)cc1 (configuration not stated)
94. COc1ccccc1CCC(=O)OCC(=O)NC1CC1
95. Cc1c(C(=O)OCC(C)(C)CN(C)C)oc2ccccc12
96. O=C(Nc1ccc(Oc2cccnc2)cc1)C1CCN(Cc2ccccc2F)CC1
97. CSc1ccc(Cl)c(C(=O)NCCOc2cc(C(C)C)ccc2C)c1

| screen / no. | 91 | 92 | 93 | 94 | 95 | 96 | 97 |
| --- | --- | --- | --- | --- | --- | --- | --- |
| S3 lipid droplet cell count max | . | . | -14 | 7 | . | . | . |
| S3 lipid droplet | ? | -29% | 26% | 21% | ? | ? | ? |
